# Wnt act – Wnt/beta-catenin pathway activators, primary screen, cell-based, plate reader, single point | Wnt/beta-catenin reporter cell assay, activator | activation, % at 9.35 µM | 300,000 compounds, 1.2% hits | AID 743398, 2014; in the data active means activation above about 30%, passing the limit was not always enough; inconclusive means no clear call, values can overlap the other calls;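 further: 0% = neutral control wells and 100% = positive control wells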
# CAL PDZ FP-1 – untagged CAL PDZ binding inhibitors, primary screen, biochemical, fluorescence polarization, HTS | AID 602252, 2012 | Golgi-associated PDZ and coiled-coil motif-containing protein (Homo sapiens), Q9HD26 | 300,000 compounds, 0.92% hits | purified CAL PDZ, TMR-peptide fluorescence polarization, 1 h | inhibition, % at 24.9 µM;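 active means mean inhibition of at least 30% with at least half of replicates also reaching 30%; inconclusive means no clear call, values can overlap the other calls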;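 further: 0% = DMSO neutral control and 100% = excess unlabeled competitor peptide PRC23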
# Rtt109 HAT inh – inhibitors of C. albicans Rtt109/Vps75 HAT, primary screen, biochemical, ThioGlo CoA-SH fluorescence, plate reader; Histone acetyltransferase RTT109 (Candida albicans (strain SC5314 / ATCC MYA-2876)), …; purified Rtt109/Vps75, 4 h; inhibition, % at 34.9 µM; 330,000 compounds, 0.16% hits; AID 540336, 2011;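 active means inhibition of at least 50% in every replicate; inconclusive means best replicate reaches 50% inhibition but some replicates fall short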
# Target sequence (Q5AAJ8 whole entry, looked up): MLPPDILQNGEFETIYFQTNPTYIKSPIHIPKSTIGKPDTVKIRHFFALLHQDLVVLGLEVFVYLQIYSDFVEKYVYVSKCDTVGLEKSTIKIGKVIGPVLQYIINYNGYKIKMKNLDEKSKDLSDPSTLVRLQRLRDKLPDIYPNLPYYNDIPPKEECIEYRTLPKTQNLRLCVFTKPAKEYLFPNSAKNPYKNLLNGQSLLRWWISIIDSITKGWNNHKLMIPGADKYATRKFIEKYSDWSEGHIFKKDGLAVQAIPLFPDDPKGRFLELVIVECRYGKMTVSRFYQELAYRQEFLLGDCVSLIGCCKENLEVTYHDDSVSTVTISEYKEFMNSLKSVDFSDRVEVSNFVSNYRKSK
# dFosB act – activators of delta FosB homodimer, primary screen, biochemical, fluorescence polarization, TAMRA-CDK5 oligo, single point; Protein FosB (Mus musculus), P13346; purified delta FosB; percent of positive-control signal above neutral wells; activation, % at 25 µM; 340,000 compounds, 0.99% hits; AID 493131, 2011;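 active means mean activation above about 17%, with every replicate also reaching it, limit read from the data, passing the limit was not always enough; inconclusive means only one of the two conditions met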;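 further: fluorescence polarization rise as delta FosB binds a TAMRA Cdk5 AP-1 oligo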
# RTF Ca sens act – cardiac RTF calcium sensitivity activators, primary screen, biochemical, IANBD-TnC fluorescence, EC20 calcium; Troponin I, cardiac muscle (Homo sapiens) + Troponin T, cardiac muscle (Homo sapiens) + …; IANBD-labeled TnC RTF fluorescence at EC20 calcium; 0% EC20 calcium, 100% full calcium; activation, % at 7.2 µM; 340,000 compounds, 0.24% hits;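 active means activation above the mean over all tested compounds plus 3 SD, cut at about 30% in these data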;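 further: rise in fluorescence read as greater calcium sensitivity of cardiac thin filaments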
# MITF TRPM1 HTS – activators of MITF-driven TRPM1 promoter reporter, primary screen, cell-based, SK-MEL-5, luciferase, single point; SK-MEL-5 TRPM1-promoter luciferase, 24 h; % of positive control, neutral wells = 0; activation, % at 12.5 µM; 300,000 compounds, 0.75% hits; AID 588334, 2011;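 active means mean activation of at least 80% with every replicate also reaching 80%; inconclusive means mean reaches 80% but some replicate falls short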;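 further: 0% = neutral control wells and 100% = parthenolide positive control wells; values of inactives mirror those of a sister screen read the other way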
# V-ATPase pHluor – regulators of yeast V-ATPase proton pumping, primary screen, pHLuorin cytosolic pH fluorescence; S. cerevisiae; response, % at 10 µM; 350,000 compounds, 0.37% hits; AID 504577, 2011; in the data active means response mostly above about 7.3%, no sharp cut-off; inactive means mostly below about 5.4%; further: actives read high; inactives centre near 0; some compounds called inactive have numbers as strong as hits; reference of the scale not given here
# CAL PDZ FP-2 – CAL PDZ peptide-binding inhibitors, primary screen, biochemical, fluorescence polarization, Cer-tagged CAL PDZ, HTS | AID 504414, 2011 | Golgi-associated PDZ and coiled-coil motif-containing protein (Homo sapiens), Q9HD26 | purified CAL PDZ, TMR-peptide fluorescence polarization, 1 h | inhibition, % at 20 µM | 330,000 compounds, 0.02% hits;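 active means highest replicate inhibition of at least 40%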;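 further: plate controls were DMSO neutral control wells for no effect and unlabeled competitor peptide control wells for full effect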
#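 System: tagged CAL PDZ domain. Schedule: 1 h room-temperature incubation prior to read. Signal: fluorescence polarization (mP). Measure: percent inhibition from loss of millipolarization.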
# CDK5 inh – inhibitors of human CDK5/p35 kinase, primary screen, biochemical, single concentration | Cyclin-dependent kinase 5 (Homo sapiens) + Cyclin-dependent kinase 5 activator 1 (Homo … | Recombinant CDK5/p35, ADP-Glo luminescence, 60 min | inhibition, % at 10 µM | 330,000 compounds, 0.01% hits | AID 488839, 2010;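 active means highest replicate inhibition of at least 50% and at least 75% of replicates reaching 50%; inconclusive means only one of the two criteria met; inactive means both criteria failed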;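 further: plate controls were DMSO neutral control for no effect and GW8510 at 10 µM for full effect; many of its hits are not listed in these tables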
# Target sequence (Q00535 whole entry, looked up): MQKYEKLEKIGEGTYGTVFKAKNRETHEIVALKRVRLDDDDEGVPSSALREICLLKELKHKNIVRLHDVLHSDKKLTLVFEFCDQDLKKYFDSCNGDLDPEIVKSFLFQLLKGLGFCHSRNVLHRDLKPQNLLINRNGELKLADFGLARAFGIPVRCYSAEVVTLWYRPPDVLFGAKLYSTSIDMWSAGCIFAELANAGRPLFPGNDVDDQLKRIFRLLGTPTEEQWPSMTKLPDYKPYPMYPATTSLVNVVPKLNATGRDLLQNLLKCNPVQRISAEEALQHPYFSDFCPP
# Target sequence (Q15078 whole entry, looked up): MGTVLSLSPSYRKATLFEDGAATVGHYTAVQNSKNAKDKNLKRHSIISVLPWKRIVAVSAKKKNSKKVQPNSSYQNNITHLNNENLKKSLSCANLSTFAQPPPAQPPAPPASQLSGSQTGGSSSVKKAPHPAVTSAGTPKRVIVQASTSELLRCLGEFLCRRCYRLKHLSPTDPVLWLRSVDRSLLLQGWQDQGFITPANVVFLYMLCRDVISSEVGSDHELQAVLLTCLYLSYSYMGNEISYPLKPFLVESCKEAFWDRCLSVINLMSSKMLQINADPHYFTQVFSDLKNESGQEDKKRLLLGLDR
# Tat transport – E. coli Tat export inhibitors, primary screen, MC4100, TorA-mCherry reporter, fluorescence, single point. inhibition, % at 10 µM. 340,000 compounds, 0.036% hits. AID 488895, 2010;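 active means mean replicate inhibition at least 50% and at least half of replicates individually reaching 50%; inconclusive means only one of the two criteria met; inactive means neither criterion met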;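 further: exported cargo escapes ClpAP degradation while cytoplasmic cargo is degraded and loses fluorescence; 0% = median of neutral control wells and 100% = median of NaSCN control wells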
# The depositor's hits bear a star; ? = inconclusive; . = no result given. An unsorted share of the library; overall some 4.1% were active at least once.
SMILES,Wnt act,CAL PDZ FP-1,Rtt109 HAT inh,dFosB act,RTF Ca sens act,MITF TRPM1 HTS,V-ATPase pHluor,CAL PDZ FP-2,CDK5 inh,Tat transport
O=C(NCCCO)c1ccc2nc(-c3ccco3)c(-c3ccco3)nc2c1,-0.4,2.1,28.1,-12.2,-0.1,-7.0,-3.0,-0.2,-0.2,-2.9
Cc1nc(CNC(=O)CC2C(=O)NCCN2Cc2ccoc2)nc2c1CCCC2 (stereo not given),-1.2,-8.5,0.0,3.8,1.8,5.3,4.0,-3.4,-0.4,4.2
NNc1ccc(Cl)nn1,4.2,-1.3,0.0,2.0,-4.9,-4.4,-1.6,-2.0,0.0,-0.3
O=C(NNC1CC(=O)N(c2ccc(Cl)cc2)C1=O)c1ccccn1 (stereo not given),0.8,-5.9,-5.0,-7.0,-5.1,0.4,-3.1,-2.3,1.4,-0.7
Cc1cc(NC(=O)CSc2nc3ccccc3c(=O)n2C(C)c2ccccc2)no1 (stereo not given),.,-0.5,-0.8,5.0,6.4,-4.4,3.4,-2.8,-1.6,0.1
O=C(Nc1cccnc1)c1cc(-c2cccnc2)nc2ccc(Br)cc12,-4.0,-5.9,2.4,-22.3,2.6,7.5,2.1,-1.0,-0.3,-3.5
Cc1ccc(SCCNC(=S)Nc2ccc(C)cc2C)cc1,-4.9,-1.5,.,0.4,-6.4,-3.9,-3.3,-1.9,-1.5,4.5
COc1ccc(-c2coc3cc(OC4OC(CO)C(O)C(O)C4O)cc(O)c3c2=O)cc1 (stereo not given),56.5*,8.2,-3.3,-11.5,4.4,?,-2.5,-0.7,-0.1,-4.0
CCOC(=O)c1ccc(Nc2ncccc2[N+](=O)[O-])cc1,20.0,19.9,18.7,-11.9,8.8,65.8,-1.6,-0.6,0.2,-7.4
Cc1nn(-c2ccccc2)c2nc(C(F)(F)F)[nH]c(=O)c12,-1.7,1.8,6.5,4.1,3.2,4.1,-2.6,-1.5,-0.3,-3.8
CCOC(=O)C1=C(C)NC(C)=C(C(=O)OCC)C1c1cccs1,.,-4.5,3.3,-2.1,-3.1,5.9,2.4,-0.3,0.1,0.2
O=C(Nc1cc(N2CCOCC2)ncn1)NC1(C(F)(F)F)Oc2ccccc2O1,.,-4.0,1.4,32.6*,4.1,.,-1.9,-0.1,-2.4,7.3
CCN(CC)C(=O)c1ccccc1NS(=O)(=O)c1ccc(C)cc1,.,-2.6,-0.1,2.3,-4.0,-9.0,-1.1,.,-0.4,0.0
Cc1nnc(SCC(=O)N(CC(C)C)C2CCS(=O)(=O)C2)s1 (stereo not given),0.2,-2.3,-4.6,1.0,-3.3,7.9,1.3,-0.5,0.2,-4.1
CCOC(=O)Cc1csc(NC(=O)CSc2nncn2C)n1,.,-4.8,11.1,-5.1,-0.9,1.8,-8.8,-0.7,0.3,0.3
O=c1[nH]cnc2cc(-c3ccc(Br)cc3)sc12,20.8,1.3,-11.6,44.9*,-10.0,57.1,4.2,-1.7,-1.3,-3.4
c1ccc2c(CSc3ncnc4nc[nH]c34)cccc2c1,-1.3,-4.4,.,-9.4,-6.2,31.9,-2.2,-3.3,-1.4,1.2
CCc1nn(C)c(-c2n[nH]c(=S)n2N)c1Cl,.,0.9,10.0,2.6,-2.1,-3.8,-4.8,0.6,0.5,-2.5
Cc1cc(OCC(=O)NCC(O)c2ccccc2)c2c(C)c(C)c(=O)oc2c1 (stereo not given),-1.2,3.2,3.0,-11.2,-7.3,3.7,-2.6,-1.3,0.0,-2.6
Cc1c(NC(=O)C2CCN(S(=O)(=O)c3ccc(Cl)cc3)CC2)c(=O)n(-c2ccccc2)n1C,.,.,-6.6,-0.1,3.5,-20.2,1.2,0.3,-0.8,-3.9
CC(=O)c1c(C)[nH]c(C(=O)OCC(=O)Nc2ccc3[nH]c(=O)[nH]c3c2)c1C,-1.3,-5.7,11.1,-4.7,-5.7,4.6,-0.6,-3.0,-0.6,0.1
Cc1cc(Oc2ccc(C#N)cc2)nc(NCc2ccccc2)n1,-4.9,-3.1,-0.1,-2.2,-2.2,-16.9,1.5,10.3,0.5,-2.0
O=C(Nc1ccc(Nc2ccccc2)cc1)c1cc([N+](=O)[O-])ccc1Cl,-4.6,46.3*,1.0,-7.1,1.2,.,4.6,9.4,0.7,-5.2
COc1cc(OC)c(OC)cc1CN1CCN(Cc2cccc(F)c2)CC1,0.0,0.1,-7.2,-10.1,-3.0,.,-2.0,-1.6,-3.4,3.9
NC(=O)C1CCN(c2nc(-c3ccccc3)nc3c2oc2ccccc23)CC1,.,10.4,0.3,-2.6,8.8,-10.1,-1.4,-1.0,-11.3,17.6

# 4 compounds picked at random from the list so far, as already listed:
SMILES,Wnt act,CAL PDZ FP-1,Rtt109 HAT inh,dFosB act,RTF Ca sens act,MITF TRPM1 HTS,V-ATPase pHluor,CAL PDZ FP-2,CDK5 inh,Tat transport
O=c1[nH]cnc2cc(-c3ccc(Br)cc3)sc12,20.8,1.3,-11.6,44.9*,-10.0,57.1,4.2,-1.7,-1.3,-3.4
O=C(NCCCO)c1ccc2nc(-c3ccco3)c(-c3ccco3)nc2c1,-0.4,2.1,28.1,-12.2,-0.1,-7.0,-3.0,-0.2,-0.2,-2.9
COc1ccc(-c2coc3cc(OC4OC(CO)C(O)C(O)C4O)cc(O)c3c2=O)cc1 (stereo not given),56.5*,8.2,-3.3,-11.5,4.4,?,-2.5,-0.7,-0.1,-4.0
COc1cc(OC)c(OC)cc1CN1CCN(Cc2cccc(F)c2)CC1,0.0,0.1,-7.2,-10.1,-3.0,.,-2.0,-1.6,-3.4,3.9

# Next results follow:
SMILES,Wnt act,CAL PDZ FP-1,Rtt109 HAT inh,dFosB act,RTF Ca sens act,MITF TRPM1 HTS,V-ATPase pHluor,CAL PDZ FP-2,CDK5 inh,Tat transport
COc1cc(NC(=O)c2ccccc2-n2cnnn2)cc(OC)c1,-2.6,-3.0,-1.9,-4.5,-0.3,1.1,0.5,-1.6,0.6,13.9
O=C(Nc1ccc(O)cc1)c1cccc(Oc2ccc([N+](=O)[O-])cc2)c1,-1.5,5.2,-6.0,2.0,-3.3,-20.1,-2.1,0.5,-0.5,3.5
c1ccc2c(CN3CCOCC3)csc2c1,0.1,0.1,-9.0,1.8,-8.0,-10.2,-3.7,-0.7,-0.4,5.5
Cc1cc(-n2c(C)cc(C(=O)CSc3nnnn3-c3ccccc3)c2C)no1,-4.7,-3.1,0.1,-6.3,3.4,-2.0,-2.6,-1.5,1.4,1.6
Cc1ccc(NS(=O)(=O)c2cccc(C(=O)NNC(=O)c3cccn3C)c2)c(C)c1,-1.2,-4.3,10.2,-6.7,-3.2,16.0,-0.7,0.1,1.1,-0.4
CCOc1ccc2nc(NS(=O)(=O)c3ccc4c(c3)n(C)c(=O)n4C)sc2c1,-3.4,-1.6,1.3,-8.4,5.3,-8.3,-1.5,0.0,2.1,2.4
C=CCn1c(SCC)nc2sc3c(c2c1=O)CCc1ccccc1-3,-2.2,-0.9,-20.1,-0.9,-7.0,-13.6,-2.3,-0.7,-0.5,-1.1
O=C(c1ccc(S(=O)(=O)N2CCc3ccccc3C2)cc1)N1CCCCC1,-1.4,-3.2,.,2.5,-7.2,-7.5,3.2,-2.2,0.2,-6.9
C[C@H](CO)N1C[C@H](C)[C@@H](CN(C)S(=O)(=O)c2ccccc2)Oc2ccc(NC(=O)Nc3ccc4c(c3)OCO4)cc2C1=O,-3.1,-3.8,4.2,-11.4,5.3,-0.6,-0.7,-1.1,1.7,5.0
COc1ccccc1CNC(=O)COC(=O)c1cccc(S(=O)(=O)N2CCOCC2)c1,2.3,-5.0,-2.3,2.2,20.0,0.9,-3.2,-2.6,0.2,4.9
CCOC(=O)Cc1csc(NC(=O)CN(C)S(=O)(=O)c2cccc3cccnc23)n1,-6.2,.,3.4,-6.9,5.3,-1.3,-2.9,-0.3,0.4,-3.1
Cn1cnnc1SCc1nc(N)nc(Nc2ccccc2)n1,.,1.2,5.8,-8.5,-2.0,13.2,-2.1,-0.7,1.0,0.7
C=CCn1c(C(CC)CC(C)(C)O)n[nH]c1=S (stereo not given),0.7,2.8,-1.8,-4.9,8.0,10.2,0.1,-1.0,-1.5,-5.6
COc1ccc(C)cc1NC(=O)C(NCC1CCCO1)c1ccccc1 (stereo not given),-5.9,0.4,37.0,-0.3,-5.7,6.8,2.1,-2.4,1.9,0.2
Cc1ccc(C(=O)OCC(=O)NCCc2ccc(F)cc2)cc1S(=O)(=O)N1CCOCC1,2.0,-4.3,12.1,-1.4,-5.5,2.9,1.8,-1.0,-0.2,6.0
O=C(COC(=O)c1cc(Cl)ccc1[N+](=O)[O-])NC1CC1,-1.8,-2.9,-10.2,0.0,-6.5,-1.8,-1.8,-1.6,0.5,0.2
O=C(CC(c1ccccc1)(c1ccccc1)c1ccccc1)N[C@@H](Cc1ccc(O)cc1)C(=O)O,1.6,-1.1,4.6,-1.9,-6.0,-7.5,1.5,0.0,-1.7,7.1
COc1ccc2nc(NC(=O)C3CCN(C(=O)c4ccc(F)cc4)CC3)sc2c1,2.0,-4.5,-0.7,-2.0,-3.4,0.8,0.8,-1.0,-0.2,-4.4
CCc1nc2c(sc3nc4c(cc32)COC(C)(C)C4)c(=O)n1CCN(CC)CC,-1.6,.,1.2,-18.7,-0.2,1.7,-1.3,-0.1,-3.1,0.8
NN=C(NN=Cc1ccccc1)c1ccccc1,29.0,-2.9,-0.6,-14.8,-1.3,35.2,0.9,-2.1,-0.3,-3.0
CC(C)Cc1nnc(NC(=O)CCC(=O)N2CCN(c3ccc([N+](=O)[O-])cc3)CC2)s1,0.9,-5.6,10.3,-7.9,-5.1,-13.8,-0.6,-1.6,0.7,1.4
O=C(Cc1ccccc1)Nc1ccccc1N1CCN(c2ccccc2)CC1,-2.6,-1.4,-3.1,-12.2,13.8,-6.6,-1.0,-2.3,-2.6,6.9
COc1ccc(CC(=S)N2CCOCC2)cc1F,11.6,0.5,-0.4,-7.0,3.6,-8.0,2.0,-2.2,-1.3,-7.2
O=C(COC(=O)/C=C/c1ccco1)NCc1ccc(Cl)cc1Cl,-1.6,-5.0,9.7,-2.5,-1.3,-5.8,0.8,-0.1,0.4,-4.6

# Bioassay records from PubChem BioAssay.
